GLP1R ag = qHTS of GLP-1 Receptor Agonists; Glucagon-like peptide 1 receptor (Homo sapiens), P43220; 0.007% of 380,000 active; AID 624172, 2012; Potency, µM (doses to about 45.6 µM), for the others: top-dose activation, usual class: activators; HEK293 GLP-1R CRE-luciferase, luminescence, 4-6 h; cells express a hypersensitive GLP-1R form; further: % of control where 0% means no effect
Target sequence (P43220 whole entry, looked up): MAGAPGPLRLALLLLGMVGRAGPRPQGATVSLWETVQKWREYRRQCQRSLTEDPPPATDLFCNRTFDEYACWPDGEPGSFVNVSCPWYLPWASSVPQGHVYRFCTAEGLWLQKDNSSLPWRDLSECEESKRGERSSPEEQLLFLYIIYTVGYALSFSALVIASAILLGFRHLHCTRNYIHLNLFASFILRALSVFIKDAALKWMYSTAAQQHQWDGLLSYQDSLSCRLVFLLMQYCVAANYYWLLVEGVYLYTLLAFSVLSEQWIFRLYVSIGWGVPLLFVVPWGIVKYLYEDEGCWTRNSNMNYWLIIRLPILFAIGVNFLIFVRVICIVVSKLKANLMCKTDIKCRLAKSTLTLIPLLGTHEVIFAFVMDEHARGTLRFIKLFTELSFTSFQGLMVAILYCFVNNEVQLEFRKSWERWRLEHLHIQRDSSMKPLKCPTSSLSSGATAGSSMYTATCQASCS
TDP-43 yeast inh = qHTS of TDP-43 Inhibitors; TDP-43 expressing yeast growth rescue, BacTiter-Glo, 24 h; Potency, µM (highest dose often 46.1 µM), for the others: top-dose growth rescue (activation), hits mostly activators; 1.8% of 410,000 active; AID 652104, 2013; further: % of control where 0% means no effect; nearly all actives have a fitted effect of over 50% in size
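Luminescence from BacTiter-Glo reports growth of TDP-43-expressing yeast after 24 hr at 30 deg C with compound. Cells were raffinose-pregrown to mid-log, then seeded in galactose medium at OD600=0.02.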
GLP1R cytotox = qHTS of GLP-1 Receptor Inverse Agonists: Cytotox Screen; 0.13% of 410,000 active; Potency, µM (titrated, usually from 38.3 µM), for inactives: at the highest dose activity change, negative = inhibition, actives largely listed as inhibitors; HEK293 cAMP-luciferase reporter cells, luminescence, 24 h;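 further: loss of luciferase light is scored as toxicity; on the % scale 0 is the no-effect control and ±100 the full control effect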
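Cells in DMEM/10% Nu serum/1% pen-strep, 1536-well format. Pre-incubated 12 h, dosed with 23 nL compound, incubated a further 24 h. Luciferase detection, 12 min at room temp, luminescence.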
HT1080NT lethal = qHTS for induction of synthetic lethality in tumor cells producing 2HG: qHTS for the HT-1080-NT fibrosarcoma cell line; HT-1080-NT fibrosarcoma viability, CellTiter-Glo ATP luminescence, 48 h; Potency, µM (doses to about 46.1 µM), for inactives: at the highest dose activity, negative = less viability, most hits filed as cytotoxic; 1.6% of 360,000 active; AID 686970, 2013;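 further: NT is the 2HG producing partner of a matched IDH1 knockdown line; 0% = DMSO-treated cells and -100% = media-only wells without cells; nearly all actives have a fitted effect of over 55% in size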
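HT-1080-NT fibrosarcoma cells (2HG-overproducing), 750 cells/well in RPMI with 5% FBS, dosed after 2 h and incubated 48 h at 37C. CellTiter-Glo luminescence normalized to DMSO and no-cell wells; concentration-response curves fitted and classed.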
GLP1R inv ag = qHTS of GLP-1 Receptor Inverse Agonists (Inhibition Mode); Glucagon-like peptide 1 receptor (Homo sapiens), P43220; HEK293 GLP-1R CRE-luciferase, luminescence, 24 h; GLP-1R form is constitutively active; Potency, µM (highest dose often 38.3 µM), inactives show top-dose activity change, negative = inhibition, usual class: inhibitors; 1.6% of 410,000 active; AID 624417, 2012; further: on the % scale 0 is the no-effect control and ±100 the full control effect; nearly all actives have a fitted effect of over 55% in size
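Inverse agonism was detected as reduced cAMP-driven luciferase luminescence after 24 h compound treatment. The cells were HEK293 clones expressing constitutively active human GLP-1R with the reporter. Reporter-only and GPR119 cell lines served as counterscreen controls.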
HT1080 IDH1KD tx = qHTS for induction of synthetic lethality in tumor cells producing 2HG: qHTS for the HT-1080-IDH1KD cell line | 2% of 360,000 active | Potency, µM (doses to about 46.1 µM), for the others: at the highest dose activity, negative = toxicity, hits mostly cytotoxic | HT-1080 IDH1 knockdown viability, ATP luminescence, 48 h | AID 686971, 2013;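 further: 0% = DMSO wells and -100% = cell-free medium wells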
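% activity derives from luminescence (CellTiter-Glo), normalised to DMSO and no-cell wells. HT-1080-IDH1KD cells, 750/well, had 48 h compound exposure at 37 °C.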
KB-V1 MDR tox = qHTS assay for MDR1-selective chemotherapeutics: Primary screen using the drug-selected MDR subline cells KB-V1 | KB-V1 MDR cells viability, CellTiter-Glo, 72 h | Potency, µM (top dose mostly 46.1 µM), inactives show at the top dose activity change, negative = cytotoxicity, hits mostly cytotoxic | 3.4% of 400,000 active; further: on the % scale 0 is the no-effect control and ±100 the full control effect; nearly all actives have a fitted effect of over 60% in size
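Cytotoxicity toward P-gp-expressing KB-V1 cells was determined as loss of CellTiter-Glo luminescence after 72 h at 37 degrees C. Compounds were tested in quantitative HTS format across a concentration range, with curves fitted to normalized data.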
SW480 rerep = A quantitative high throughput screen for small molecules that induce DNA re-replication in SW480 colon adenocarcinoma cells; SW480 DNA re-replication, Hoechst DNA content imaging, 48 h; Potency, µM (titrated, usually from 46.1 µM), for inactives: at the top dose re-replication activation, most hits filed as activators; 1.8% of 340,000 active; AID 624297, 2012; further: % of control where 0% means no effect; nearly all actives have a fitted effect of over 55% in size
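Quantitative HTS format with DMSO vehicle controls; 48 hr drug incubation at 37 C, then 40 min Hoechst staining and scanning imager measurement at 405 nm excitation.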
KB-3-1 tox = qHTS assay for MDR1-selective chemotherapeutics: Primary screen using the parental adenocarcinoma cell KB-3-1; 1.4% of 400,000 active; KB-3-1 viability, CellTiter-Glo ATP luminescence, 72 h; AID 1347075, 2019; Potency, µM (top dose mostly 46.1 µM), for inactives: at the highest dose activity change, negative = cytotoxic, most hits filed as cytotoxic; further: on the % scale 0 is the no-effect control and ±100 the full control effect; nearly all actives have a fitted effect of over 60% in size
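Screening of KB-3-1 cells (DMEM, 10% FBS, phenol-red free) ran from lowest to highest compound concentration; after 72 h at 37 °C viability was read luminescently and curves fitted.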
The depositor's hits bear a star; ? = inconclusive; . = no result given; [ ] = another dose, or the depositor's remark. The call rests on the fitted dose curve; in most records, active means well fitted curve in the direction sought with a large enough effect; inconclusive means small, poorly fitted or top-dose-only effect, or another doubt; inactive means no such curve, though single readings can be large; an effect the other way counts as inactive or inconclusive. Potency means the concentration at half of the fitted maximal effect.

smiles	GLP1R ag	TDP-43 yeast inh	GLP1R cytotox	HT1080NT lethal	GLP1R inv ag	HT1080 IDH1KD tx	KB-V1 MDR tox	SW480 rerep	KB-3-1 tox
O=C(C1CCN(S(=O)(=O)c2ccccc2)CC1)N1CCN(c2ccccc2F)CC1	5%	0%	-10%	3%	-19%	12%	-7%	-18%	-10%
O=C(Nc1ccc(OCc2ccccc2)cc1)Nc1ccccc1C(=O)NCCCN1CCOCC1	19%	-22%	0%	-15%	?	?	49%	15%	?
O=C1/C(=C/c2ccc(F)cc2)SC(=S)N1Nc1ncc(C(F)(F)F)cc1Cl	4%	11%	-1%	-8%	0%	-8%	-10%	?	-4%
COc1cccc(N2C(=O)CC(Sc3nc(C)cc(C)n3)C2=O)c1 (configuration not stated)	0%	-17%	?	1%	24%	?	-1%	2%	11%
CCOc1ccc(NS(=O)(=O)c2ccc(C(=O)NCC(c3ccccc3OC)N3CCCC3)cc2)cc1 (configuration not stated)	11%	-27%	-2%	-24%	11µM*	-9%	18%	-4%	4%
CCCCCC1CC1C(=O)N/N=C/c1ccc(N(C)C)cc1 (configuration not stated)	12%	?	-7%	-14%	7.9µM*	-11%	2%	-1%	14%
CC(C)c1ccc(NCCC(=O)c2cccs2)cc1	-30%	14%	?	16%	-40%	8%	-5%	29%	-6%
Cc1nc([N+](=O)[O-])c(C(=O)OCc2ccc(C#N)cc2)n1C	13%	11%	11%	7%	57%[activator]	16%	-13%	1%	1%
O=S(=O)(c1ccccc1)N1CCN=C1SCc1cccnc1	-9%	10%	3%	18%	11%	16%	-5%	1%	-1%
CCN(C(=O)COC(=O)C1CCN(S(=O)(=O)c2ccc3c(c2)OCCO3)CC1)C1CCS(=O)(=O)C1 (configuration not stated)	-1%	?	-6%	5%	6%	9%	?	-12%	3%
COc1cc(OC)c(OC)cc1CN1CCN(c2ccc(F)cc2)CC1	-2%	10%	-6%	1%	-13%	-4%	-5%	-8%	20%
COC(=O)C1CSC(C)(C)C(=O)N1 (configuration not stated)	-7%	-4%	1%	0%	6%	8%	11%	-41%[inhibitor]	4%
O=C(CCn1c(=O)oc2ccccc21)NCCCN1CCN(c2ccc(F)cc2)CC1	-8%	0%	4%	3%	0%	1%	0%	-9%	-5%
COc1ccc(CCNc2ncnc3c2oc2ccccc23)cc1OC	1%	20%	-19%	7.9µM*	48%[activator]	-17%	2.6µM*	-4%	9.2µM*
O=S1(=O)CCN(C(CCO)c2cccc(C(F)(F)F)c2)CC1 (configuration not stated)	0%	10%	9%	3%	2%	12%	-5%	3%	12%
COc1ccccc1NC(=O)c1nnn(-c2ccc(F)cc2)c1C	.	11%	-3%	.	16%	.	20%	.	1%
CCCCn1c(=O)[nH]c(=O)c2c1nc(-c1ccc(C(F)(F)F)cc1)n2C	4%	.	-19%	9%	6%	8%	-11%	?	4%
N#Cc1ccc2[nH]cc(C3c4cc(F)ccc4C=C(c4ccsc4)N3c3ccc(C#CCCO)cc3)c2c1 (configuration not stated)	-3%	28%	1%	?	?	15µM*	?	.	?
COc1ccccc1CNc1nc(Nc2ccccc2OC)c2sccc2n1	19%	16%	1%	17%	-5%	5%	1%	.	0%
C[N+](C)(C)CCNC(=O)c1ccccc1	6%	8%	2%	18%	2%	1%	3%	.	19%
O=C(NCc1ccccc1F)c1cccs1	1%	8%	-3%	6%	10%	13%	7%	-7%	0%
CC(Sc1nc2ccccc2[nH]1)C(=O)Nc1ccccc1F (configuration not stated)	2%	14%	3%	-3%	?	-29%	-17%	-7%	7%
COc1ccc(-c2nc3c4ccccc4ccn3c2C=O)cc1	4%	-19%	9%	?	17%	26%	-23%	20%	?
Cc1nnc(SCC(=O)Nc2ccc3c(c2)COC3=O)n1-c1ccccc1	5%	15%	-7%	-5%	20%	-3%	-2%	-4%	-5%
COc1ccc(-n2nc3ccc(NC(=O)c4cccc(OCCC(C)C)c4)cc3n2)cc1	.	10%	-3%	.	?	.	?	.	?
CC(=O)OCC1=C(C(=O)O)N2C(=O)C(NC(=O)CCn3nc(C(F)(F)F)c(Br)c3C3CC3)C2SC1 (configuration not stated)	4%	-8%	-8%	5%	?	9%	5%	1%	9%
Cc1cccc(-c2nsc(SCC(=O)NCc3ccc4c(c3)OCO4)n2)c1	-4%	-3%	-14%	-11%	?	0%	-1%	-2%	0%
CC1CCCCC1NC(=O)c1cc(=O)[nH]c2ccccc12 (configuration not stated)	11%	-7%	-1%	18%	45%[activator]	14%	11%	-16%	-5%
CCc1ccc(OCC(=O)N/N=C/c2cc([N+](=O)[O-])ccc2N2CCOCC2)cc1	-2%	27%	?	-11%	0%	-8%	4%	-4%	-11%
COC(=O)c1ccc(CO/N=C/c2cccc([N+](=O)[O-])c2)cc1	6%	-18%	5%	-1%	9%	14%	?	-5%	0%
CC(C(=O)Nc1ccc(Cl)cc1)N1C(=O)NC2(CCCC2)C1=O (configuration not stated)	3%	-2%	-1%	-4%	-37%	-15%	24%	-6%	-23%
O=C(Nc1sc2c(c1C(=O)NCCO)CCCC2)c1ccco1	25%	-5%	-1%	13%	112%[activator]	3%	-3%	?	17%
CC1=C(C(=O)OC(C)C)C(c2cccs2)NC(=O)N1 (configuration not stated)	-2%	8%	-9%	1%	-2%	6%	10%	15%	7%
Cc1ccc(NC(=O)N2CCC(O)(c3ccc(Cl)cc3)CC2)cc1	5%	?	-18%	-6%	?	-1%	-3%	-2%	-8%
O=C(CNS(=O)(=O)c1ccc(Cl)c(C(F)(F)F)c1)NC1CCCCC1	0%	8%	3%	2%[9.24 µM]	?	9%	2%	-18%	2%
Cc1cn2c(=O)c(C(=O)NCc3ccc4c(c3)OCO4)cnc2s1	11%	-10%	-8%	?	-12%	11%	20%	-1%	20%
COc1ccc(N2CCN(C(=O)c3ccc(N4C(=O)NC5CC4(C)Oc4ccccc45)cc3)CC2)cc1 (configuration not stated)	-1%	-3%	-12%	-2%	?	-9%	1%	-3%	-19%
O=C(Cn1nnc2ccccc2c1=O)Nc1ccc2c(c1)CCC2	2%	-12%	-2%	0%	3%	-26%	-28%	-2%	7%
O=C(NNS(=O)(=O)c1ccc(F)cc1)c1ccc2c(c1)OCO2	-2%	0%	0%	1%	13%	-2%	25%	-8%	14%
OC1(c2ccc(Cl)c(Cl)c2)C[n+]2ccccc2N1Cc1ccccc1 (configuration not stated)	1%	-33%[inhibitor]	?	18µM*	?	21µM*	1%	?	?
C=CCC[C@H](CCCCC)OC(=O)/C=C/[C@@H](O)[C@H](O)C[C@@H](O)CC=C	11%	10%	5%	-28%	?	?	?	.	-25%
CCOC(=O)C1(CCc2ccccc2)CCN(C(=O)C(C)n2cncn2)CC1 (configuration not stated)	7%	-10%[0.397 µM]	4%	-2%	-24%	22%	-9%	-5%	-8%
CCOC(=O)C1CCN(C(=O)c2sc3ncn(CC(=O)N4CCCCC4)c(=O)c3c2C)CC1	4%	3%	1%	4%	-10%	5%	-3%	.	0%
COc1ccc(NC(=O)c2cc(C3CCCCN3C(=O)OCc3ccccc3)on2)c(C)c1 (configuration not stated)	8%	0%	5%	-5%	?	-28%	-4%	.	0%
COc1ccc(-c2c(C)nn3c(N4CCC(C(=O)N5CCCCC5)CC4)cc(C)nc23)cc1OC	0%	18%	2%	2%	7%	1%	7%	2%	-9%
Cc1nn(-c2ccccc2)c(C)c1C1C(C#N)=C(N)Oc2n[nH]c(C)c21 (configuration not stated)	-6%	1%	-8%	1%	0%	3%	7%	-4%	10%
Cc1cc(C)c(C(=O)COC(=O)c2cccnc2Cl)c(C)c1	3%	?	6%	-1%	-20%	16%	-19%	-19%	1%
CS(=O)(=O)N(CCC#N)Cc1ccc(C=O)o1	11%	-9%	6%	26%	7%	6%	0%	-8%	?
COc1ccc(CNC(=O)Cn2nc(Cc3cccnc3)c3ccccc3c2=O)cc1	4%	10%	-5%	3%	-4%	-10%	24%	-5%	2%
CCCN(C(=O)c1nc2nccc(C)n2n1)c1c(N)n(Cc2ccccc2)c(=O)[nH]c1=O	-6%	-13%	1%	-2%	16%	-1%	-13%	-3%	-29%
O=C(NCc1cccs1)c1csc(COCCO)n1	-7%	?	10%	?	18%	14%	6%	.	0%
Cc1ccc(OCCCC(=O)N2CCOCC2)c(C)c1	6%	0%	-3%	12%	1%	14%	?	1%	-9%
CC(=O)NC1=NC(=O)CS1	-10%	-14%	6%	?	4%	14%	2%	-4%	9%

Record cards, from the list above:
Cc1cn2c(=O)c(C(=O)NCc3ccc4c(c3)OCO4)cnc2s1 is listed with GLP1R ag: 11%; TDP-43 yeast inh: -10%; GLP1R cytotox: -8%; HT1080NT lethal: ?; GLP1R inv ag: -12%; HT1080 IDH1KD tx: 11%; KB-V1 MDR tox: 20%; SW480 rerep: -1%; KB-3-1 tox: 20%
CCc1ccc(OCC(=O)N/N=C/c2cc([N+](=O)[O-])ccc2N2CCOCC2)cc1 is listed with GLP1R ag: -2%; TDP-43 yeast inh: 27%; GLP1R cytotox: ?; HT1080NT lethal: -11%; GLP1R inv ag: 0%; HT1080 IDH1KD tx: -8%; KB-V1 MDR tox: 4%; SW480 rerep: -4%; KB-3-1 tox: -11%
